# Compound activity from PubChem.
# HCV inhibitor = inhibitors of hepatitis C virus infection. Huh7.5.1 HCVcc-Cre infection, luciferase reporter, 44 h. Potency, µM (titrated, usually from 41.8 µM), for the others: at the top dose activity change, negative = inhibition, most hits filed as inhibitors. hit rate 3.4% among 340,000; further: potency means the concentration at half of the fitted maximal effect
#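 Reporter virus HCVcc-Cre (~0.5 moi) infects cells exposed to compound; seeding density 1,000 cells/well with 4 h settling beforehand. Luminescence, 15 sec read, taken 44 h post-infection following a 15 min RT substrate incubation.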
# AMA1-RON2 inh = disrupts binding of P. falciparum AMA1 to RON2; AlphaScreen AMA1-biotinylated RON2 peptide binding; hit rate 0.2% among 360,000; AID 720542; Potency, µM (series often up to 58.2 µM), for the others: at the top dose activity change, negative = inhibition, hits mostly inhibitors;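 further: potency means the concentration at half of the fitted maximal effect; 0% = vehicle wells and -100% = peptide control; nearly all actives have a fitted effect of over 45% in size; some results filed as inactive show a strong effect at the top dose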
#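 AMA1 (3D7) with his tag at 25 nM final met compounds first, then biotinylated RON2 peptide at 25 nM; detection used donor plus acceptor beads, 10 µg/mL apiece, read by AlphaScreen after 30 min at room temperature.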
# FBPA Giardia inh = Giardia lamblia aldolase inhibition. A8B2U2. Potency, µM (series often up to 59.6 µM), for the others: top-dose activity, negative = inhibition, hits mostly inhibitors. purified Giardia FBPA. hit rate 0.71% among 290,000; further: potency means the concentration at half of the fitted maximal effect; nearly all actives have a fitted effect of over 55% in size
# Target sequence (A8B2U2 whole entry, looked up): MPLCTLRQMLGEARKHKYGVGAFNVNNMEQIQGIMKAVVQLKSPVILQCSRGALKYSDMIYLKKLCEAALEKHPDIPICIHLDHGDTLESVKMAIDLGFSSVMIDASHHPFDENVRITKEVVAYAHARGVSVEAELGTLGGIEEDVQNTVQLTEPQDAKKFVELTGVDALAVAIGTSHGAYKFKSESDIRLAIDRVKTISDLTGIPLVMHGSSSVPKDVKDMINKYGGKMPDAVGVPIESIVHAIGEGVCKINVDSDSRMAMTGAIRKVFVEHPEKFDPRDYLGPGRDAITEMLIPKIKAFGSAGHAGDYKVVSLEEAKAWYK
#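 Giardia FBPA (40 nM reagent) was preincubated 10 min at RT with compound (up to 57.5 uM final), then substrate plus GAPDH/TPI/NAD/arsenate coupling system with diaphorase/resazurin was added; resorufin fluorescence (525/598 nm) was read after 20 min.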
# Sm TGR inh = inhibitors of Schistosoma mansoni thioredoxin glutathione reductase; purified TGR, DTNB reduction, TNB absorbance 405 nm; Potency, µM (titrated, usually from 114 µM), without a hit: top-dose activity change, negative = inhibition, hits mostly inhibitors; hit rate 3% among 360,000; Q962Y6; further: potency means the concentration at half of the fitted maximal effect; nearly all actives have a fitted effect of over 60% in size
#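 Kinetic colorimetric format: TGR-catalysed, NADPH-driven DTNB reduction monitored via TNB absorbance. Enzyme dispensed at 20 nM; compound exposure 15 min at room temperature before reaction start.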
# HCMV antiviral = human cytomegalovirus inhibition; hit rate 4.5% among 410,000; activity change, negative = inhibition, % at 57.5 µM; HFF cells, HCMV-luciferase reporter, 72 h; active compounds read low; AID 1259415; in the data active means activity change below about -60%; inconclusive means no clear call, values can overlap the other calls; inactive means above about -39%
#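 Luciferase read-out from HCMV-luciferase-infected HFFs (MOI 1 PFU/cell) 72 h post infection at 37C; compounds added after 16 h cell attachment; activity normalized between buffer-only basal and Salinomycin (10uM) inhibitor controls.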
# AmpC detergent = AmpC beta-lactamase inhibition with detergent present. P00811. AmpC hydrolysis of nitrocefin, absorbance 480 nm, 0.01% Triton. hit rate 0.041% among 370,000. Potency, µM (highest dose often 114 µM), for the others: at the highest dose activity change, negative = inhibition, hits mostly inhibitors;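 further: potency means the concentration at half of the fitted maximal effect; 0% = no-compound wells and -100% = no-enzyme wells; nearly all actives have a fitted effect of over 25% in size; some results filed as inactive show a strong effect at the top dose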
# Target sequence (P00811 whole entry, looked up): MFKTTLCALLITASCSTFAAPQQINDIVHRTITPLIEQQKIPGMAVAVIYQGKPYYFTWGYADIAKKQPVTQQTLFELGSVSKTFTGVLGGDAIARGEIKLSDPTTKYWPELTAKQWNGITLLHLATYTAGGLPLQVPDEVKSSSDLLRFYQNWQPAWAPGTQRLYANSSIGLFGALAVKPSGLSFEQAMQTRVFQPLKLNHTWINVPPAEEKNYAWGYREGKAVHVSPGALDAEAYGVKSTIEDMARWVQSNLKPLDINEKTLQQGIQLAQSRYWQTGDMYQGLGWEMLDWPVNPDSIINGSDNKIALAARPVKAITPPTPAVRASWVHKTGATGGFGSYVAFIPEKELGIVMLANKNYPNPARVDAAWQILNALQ
#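 20 mM phosphate pH 7.0 + 0.01% (detergent screen) or 0.0001% Triton X-100; 5.3 nM AmpC reagent; cpd preinc 15 min RT; nitrocefin (800 uM stock) to start; A480 q20 s × 4 min; Activity was normalised to no-enzyme and no-compound control wells.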
# * hit, by the source's call; ? = inconclusive; · = not tested or not shown; + = active, no number; [ ] = remark or other dose. Unless noted, the call rests on the fitted dose curve; in most records, active means well fitted curve in the direction sought with a large enough effect; inconclusive means small, poorly fitted or top-dose-only effect, or another doubt; inactive means no such curve, though single readings can be large; an effect the other way counts as inactive or inconclusive. Unless noted, on the % scale 0 is the no-effect control and ±100 the full control effect.
# Each structure is followed by: HCV inhibitor	AMA1-RON2 inh	FBPA Giardia inh	Sm TGR inh	HCMV antiviral	AmpC detergent
- O=C(O)c1ccc(/C=N/N2CCN(C3c4ccccc4-c4ccccc43)CC2)cc1
    12%	-7%	-1%	?	3	3%
- O=C(NN1C(=O)/C(=C/c2cc([N+](=O)[O-])ccc2O)SC1=S)c1ccccc1O
    12%	·	·	35µM*	·	1%
- COc1cc(/C=N/NC(=O)c2cccc(NC(=O)c3ccccc3)c2)ccc1O
    14%	11%	-4%	3%	-82*	2%
- O=C1[C@@H]2Cc3c([nH]c4ccccc34)C(c3ccccc3)N2C(=O)CN1CCO (some centres not stated)
    8%	3%	9%	-1%	-39	0%
- OC1(c2cccc(C(F)(F)F)c2)CCNCC1
    2%	14%	-2%	-2%	22	-12%
- Cc1nc(C)c(C(=O)OCC(=O)NCCc2ccc(S(N)(=O)=O)cc2)s1
    20%	-6%	·	0%	-22	2%
- COc1ccc(C2CC(c3cccs3)=NN2C(=O)CSc2nc(=O)n3ccc(C)cc3n2)cc1 (configuration not stated)
    ?	2%	·	-20%	·	-10%
- Nn1c(Cc2cccc3ccccc23)nnc1SCc1c(F)cccc1Cl
    4%	-6%	-3%	6%	?	-4%
- CCc1cccc2c(SC(C)C(=O)NCC3CCCO3)nc(-c3ccccc3)nc12 (configuration not stated)
    6%	18%	0%	-6%	-21	-5%
- O=C(NCc1ccco1)c1ccc2c(c1)N(Cc1ccccc1)C(=O)CS2
    -21%	-12%	-2%	-32%	?	-5%
- COc1ccc(C2CC(=O)N3CN(Cc4ccco4)CSC3=C2C#N)cc1 (configuration not stated)
    13%	?	?	40µM*	0	-7%
- COc1cc(-c2nnc(SCC(=O)c3ccc(C)cc3)o2)cc(OC)c1OC
    ?	-5%	11%	0%	50	-1%
- CCN(CC)S(=O)(=O)c1ccc(N2CCCC2)c(NC(=O)c2ccc([N+](=O)[O-])o2)c1
    10µM*	-11%	·	·	-29	·
- Cc1ccc(/C=N/NC(=O)c2nn(C)cc2Cl)cc1
    13%	10%	-1%	2%	39	-15%
- CC(NC(=O)c1ccc2c(=O)n3c(nc2c1)CCCCC3)c1ccccc1 (configuration not stated)
    ?	6%	·	47%[activator]	-25	-11%
- COc1ccc(S(=O)(=O)N(C)CC(=O)NCc2cccnc2)cc1Cl
    25%	5%	-2%	-1%	10	0%
- Cc1ccc(CSc2nnc3[nH]c(=O)cc(-c4ccccc4)n23)cc1
    ·	·	·	6%	27	0%
- Cc1ccc(N(CC(=O)N2CCN(c3ccc(Cl)cc3)CC2)S(=O)(=O)c2c(C)noc2C)cc1
    ·	·	·	-5%	-20	-4%
- Cc1noc(C)c1CSc1nnc2ccc3ccccc3n12
    10%	-13%	-1%	13%	-14	?
- Cc1ccc(C)c(Cn2nnc3c(=O)[nH]c(C4CCN(C(=O)c5cccs5)CC4)nc32)c1
    -8%	-7%	-2%	-1%	37	-5%
- CCN(CC)S(=O)(=O)c1ccc(C)c(NC(=O)CN2CCN(Cc3ccccc3)CC2)c1
    -19%	-18%	20µM*	5%	-33	-3%
- CCOc1cc(-c2cn(S(=O)(=O)c3cccc4nsnc34)nc2N)cc(OCC)c1OCC
    ?	-1%	0%	-3%	45	-5%
- Cc1ccc(N2CC(C(=O)N(C)CC(=O)Nc3ccc(Cl)c(C(F)(F)F)c3)CC2=O)cc1 (configuration not stated)
    ?	-4%	·	-9%	-14	-8%
- O=C(COc1ccccc1)NNc1c2ccccc2nc2ccccc12
    1µM*	-24%	-3%	6%	-92*	7%
- CCOc1ccc(-n2nc3cc(C)c(N)cc3n2)cc1
    -18%	15%	-28%	2%	107	?
- CCn1c(=O)c(C(=O)CC#N)c(N)n(Cc2ccccc2)c1=O
    -13%	17%	2%	0%	?	-5%
- COc1ccc(Cl)cc1NC(=O)CN(C)C(=O)Cn1[nH]c(=O)c2ccccc2c1=O
    -23%	-2%	·	-17%	32	2%
- Cc1cc(SCc2ccc(C(F)(F)F)cc2)nc(=O)[nH]1
    6%	-9%	·	1%	+	-3%
- CCN(C[C@H]1N[C@@](Cc2ccccc2)(C(=O)OC)[C@H]2C(=O)N(Cc3ccccc3)C(=O)[C@@H]12)S(=O)(=O)c1ccc(C(F)(F)F)cc1
    7.1µM*	-2%	·	·	-6	·
- O=C(N/N=C/c1c(O)n(Cc2ccccc2)c(=O)[nH]c1=O)c1ccccc1O
    6%	35%[activator]	?	25µM*	-33	-12%
- COc1ccc(-c2c(C)nn3c(N4CCN(c5cc(Cl)ccc5C)CC4)cc(C)nc23)cc1OC
    ·	·	·	-3%	-31	-8%
- N#CCSc1nc2ccccc2c(=O)n1CCC(=O)NCCc1ccccc1
    7%	-7%	-5%	-23%	7	?
- COc1cc(C(=O)Nc2nc(-c3cccs3)cs2)cc(OC)c1OC
    1.8µM*	-10%	-29%	-5%	41	-2%
- COCCCn1cc(C(=O)c2ccccc2OCC(=O)Nc2cccc(F)c2)cc(C#N)c1=O
    -17%	-9%	-2%	-1%	-24	1%
- C#CCSc1nc(-c2cccs2)ccc1C#N
    4.5µM*	15%	2%	-25%	-21	-9%
- Cc1ccsc1CN1CCC(C(=O)NCc2ccccc2Cl)CC1
    -4%	2%[11.6 µM]	-12%	1%	15	?
- COCc1cc(N2CCCCC2)nc(-c2ccccc2)n1
    5.6µM*	12%	8%	0%	?	-4%
- OCCOc1nnnn1-c1ccccc1
    8%	1%	8%	1%	-2	-3%
- Cc1cc(=O)[nH]c(N2CCCNCC2)n1
    19%	-3%	-17%	-14%	·	?
- CC(C)c1ccccc1NC(=O)Cn1c(/C=C/c2ccccc2)nc2ccccc21
    -1%	-1%	1%	-6%	·	-7%
- N#Cc1nc(COc2ccc(F)cc2)oc1NCCCn1ccnc1
    -5%	0%	5%	-13%	-28	2%
- CCc1ccccc1N(CC(=O)NC(C)(C)CC)C(=O)CCC(=O)Nc1nccs1
    9%	-3%	3%	2%	?	6%
- COc1ccc(S(=O)(=O)N(CC(=O)NN=C2CCN(C)CC2)c2ccc(C)cc2)cc1OC
    15%	8%	·	-11%	9	-4%
- NC1=NC2CS(=O)(=O)CC2S1 (configuration not stated)
    32%[activator]	6%	-12%	-8%	-16	-11%
- Cc1ccc(C(C)C)c(OCCCN2CC(C)OC(C)C2)c1 (configuration not stated)
    2%	-16%	-8%	-3%	-12	3%
- C=CCn1nc([N+](=O)[O-])nc1Sc1cccc2cccnc12
    ?	-10%	-9%	8%	·	-12%
- CCN=C1SC(C(=O)Nc2cccc(Br)c2)CC(=O)N1CC (configuration not stated)
    -6%	5%	3%	4%	-5	-1%
- Cc1ccccc1CS(=O)(=O)CCC(=O)NCCN1CCN(c2cccc(Cl)c2)CC1
    ?	-20%	4%	-4%	?	?
- CC1=CC(C)C2(COC(c3ccc[n+](C)c3)OC2)C(C)C1 (configuration not stated)
    7%	-1%	4%	?	-24	4%
- CCOc1ccc(C2c3c(-c4ccc(C)cc4)n[nH]c3C(=O)N2c2ccc(Cl)cc2)cc1 (configuration not stated)
    ·	·	·	3%	-106*	3%
- Cc1nn2c(C)c(C(=O)NCc3ccc(OC(C)C)cc3)cnc2c1-c1ccc(F)cc1
    ·	·	·	1%	-24	-3%
- CCc1ccc(OCCCSc2nc(-c3ccc(C(C)(C)C)cc3)nc3cc(=O)[nH]n23)cc1
    ·	·	·	3%	-84*	?
- C=CCCCCCCCCC(=O)Nc1ncccn1
    2%	8%	8%	12%	-27	0%
- O=C(CSc1nc2cc(Cl)ccc2s1)NCC1CCCO1 (configuration not stated)
    1%	-1%	·	·	-17	·
- Cc1ccccc1CNC(=O)c1ccccc1N
    23%	0%	2%	-2%	-1	?
- CC(OC(=O)c1nn(C)c(=O)c2ccccc12)C(=O)Nc1ccc(S(N)(=O)=O)cc1 (configuration not stated)
    -9%	-17%	·	-11%	3	?
- COc1cc(OC)c2c(-c3cccc(-c4ccc(C(C)=O)cc4)c3)cc(=O)oc2c1
    ?	-4%	-3%	·	·	·
- CC1(C)Cc2nc3sc4c(=O)n(CC(N)=O)cnc4c3cc2CO1
    2%	0%	-2%	-4%	88	-11%
- Cc1ccc(S(=O)(=O)N(C)CC(=O)N2CCCc3ccccc32)cc1
    -6%	-8%	-1%	-2%	-5	2%
- COC(=O)c1sc2nc(C)nc(SCC(=O)Nc3sccc3C(N)=O)c2c1C
    11µM*	4%	·	-4%	?	-7%

# Two entries picked at random from the list so far, as already listed:
# Each structure is followed by: HCV inhibitor	AMA1-RON2 inh	FBPA Giardia inh	Sm TGR inh	HCMV antiviral	AmpC detergent
- COc1ccc(-c2c(C)nn3c(N4CCN(c5cc(Cl)ccc5C)CC4)cc(C)nc23)cc1OC
    ·	·	·	-3%	-31	-8%
- NC1=NC2CS(=O)(=O)CC2S1 (configuration not stated)
    32%[activator]	6%	-12%	-8%	-16	-11%

# (continued)
# Each structure is followed by: HCV inhibitor	AMA1-RON2 inh	FBPA Giardia inh	Sm TGR inh	HCMV antiviral	AmpC detergent
- OCCNCc1cc(Br)ccc1OCc1ccc(F)cc1
    0%	0%	-12%	·	?	0%
- OC(c1cc(C(F)(F)F)nc2c(Cl)cc(Cl)cc12)C1CCCCN1 (configuration not stated)
    ?	?	0%	-3%	2	5%
- CC(=O)Nc1ccc(S(=O)(=O)N2CCC(C(=O)c3ccc(F)cc3)CC2)cc1
    ?	-1%	1%	1%	1	7%
- O=C1NC(=O)N(C2CCCCC2)C(=O)C1C1c2ccccc2C(=O)N1Cc1ccccc1 (configuration not stated)
    -3%	-5%	2%	-7%	-17	-12%
- CC(OC(=O)CN1C(=O)NC2(CCCC2)C1=O)C(=O)c1ccccc1 (configuration not stated)
    4%	13%	·	-7%	-11	?
- CCCOc1ccc(C2=CC(=O)C[C@H](c3ccc(OC)cc3)C2)cc1
    -21%	-2%	·	-9%	10	2%
- CC(Oc1ccc2c(-c3ccccc3)cc(=O)oc2c1)C(=O)NCc1ccccn1 (configuration not stated)
    25µM*	7%	12%	-19%	-34	?
- Cc1cc2oc(=O)cc(CN(C)Cc3ccccc3)c2cc1C(C)C
    8.9µM*	0%	5%	2%	-32	4%
- COc1ccc(CNC(=O)CN2C(=O)COc3ccc(S(=O)(=O)N4CCCC4)cc32)cc1
    8%	1%	·	-3%	12	0%
- CN(C)C(CNC(=O)c1cccc(S(=O)(=O)N2CC3(C)CC2CC(C)(C)C3)c1)c1ccco1 (configuration not stated)
    -2%	10%	3%	25µM*	-11	?
- COc1ccc(OC)c(CCNC(=O)Cn2nc(C)c3c(C)n(-c4ccccc4)nc3c2=O)c1
    ?	6%	7%	-13%	?	-7%

# Complete entries from above:
# `COc1ccc(OC)c(CCNC(=O)Cn2nc(C)c3c(C)n(-c4ccccc4)nc3c2=O)c1` reads HCV inhibitor = ?; AMA1-RON2 inh = 6%; FBPA Giardia inh = 7%; Sm TGR inh = -13%; HCMV antiviral = ?; AmpC detergent = -7%
# `CC(OC(=O)CN1C(=O)NC2(CCCC2)C1=O)C(=O)c1ccccc1` (configuration not stated) reads HCV inhibitor = 4%; AMA1-RON2 inh = 13%; FBPA Giardia inh = ·; Sm TGR inh = -7%; HCMV antiviral = -11; AmpC detergent = ?
